# Screening data from PubChem BioAssay.
# PGE2 EP2 inh: human EP2 receptor antagonists, primary screen, TR-FRET cAMP, C6 glioma cells; Prostaglandin E2 receptor EP2 subtype (Homo sapiens), P43116; C6 glioma cells expressing human EP2; cells stimulated with saturating PGE2; inhibition, % at 25 µM; actives 0.52% (n = 260,000); AID 1422, 2008;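 active = percent inhibition above 40 after rounding to a whole number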;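 also: rat C6 glioma host cells with rolipram phosphodiesterase inhibitor present; the protocol text gives 20 µM as final concentration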
# Target sequence (P43116 whole entry, looked up): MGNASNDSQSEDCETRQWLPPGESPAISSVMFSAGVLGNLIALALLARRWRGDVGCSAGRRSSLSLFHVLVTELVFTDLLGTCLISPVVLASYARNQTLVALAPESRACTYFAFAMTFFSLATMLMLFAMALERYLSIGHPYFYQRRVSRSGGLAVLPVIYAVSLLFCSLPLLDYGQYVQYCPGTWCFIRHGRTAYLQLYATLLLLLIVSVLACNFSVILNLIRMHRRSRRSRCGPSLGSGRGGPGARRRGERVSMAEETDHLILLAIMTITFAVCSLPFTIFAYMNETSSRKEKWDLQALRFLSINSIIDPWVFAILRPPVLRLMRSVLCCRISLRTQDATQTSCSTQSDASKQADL
# CHOP inh: inhibitors of CHOP promoter induction, primary screen, cell-based, unfolded protein response, luciferase reporter. CHO-K1 CHOP-promoter luciferase, tunicamycin-induced, 15-18 h. inhibition, % at 10 µM. actives 3.8% (n = 220,000). AID 2732, 2010;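 active = compounds that reduced the stress-induced luciferase reporter signal by more than about 70% of percent inhibition, limit read from the data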;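 also: 0% = tunicamycin plus vehicle and 100% = wells without tunicamycin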
# NPY1 pot ag: NPY-Y1 receptor potentiators or agonists, primary screen, cell-based | activation, % at 3.6 µM | Neuropeptide Y receptor type 1 (Homo sapiens), P25929 | NPY-Y1 expressing cells, potentiator/agonist activation | actives 0.37% (n = 220,000); in the data active = activation above about 33%, passing the limit was not always enough;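 also: cells stimulated with NPY at EC10 then isoproterenol at EC100; 0% = low agonist plus stimulus and 100% = saturating agonist plus stimulus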
# Target sequence (P25929 whole entry, looked up): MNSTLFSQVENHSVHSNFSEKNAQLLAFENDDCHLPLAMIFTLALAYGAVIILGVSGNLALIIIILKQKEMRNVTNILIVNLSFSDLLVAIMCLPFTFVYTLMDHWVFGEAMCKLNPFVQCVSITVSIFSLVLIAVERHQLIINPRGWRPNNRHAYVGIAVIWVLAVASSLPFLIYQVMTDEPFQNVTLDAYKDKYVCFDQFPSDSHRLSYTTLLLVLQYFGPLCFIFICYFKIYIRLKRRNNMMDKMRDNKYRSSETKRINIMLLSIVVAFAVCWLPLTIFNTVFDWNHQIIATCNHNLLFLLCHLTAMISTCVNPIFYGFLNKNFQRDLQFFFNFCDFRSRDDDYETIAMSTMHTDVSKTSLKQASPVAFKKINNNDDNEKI
# TRPML3 agonist: human TRPML3 channel agonists, primary screen, cell-based, HEK293 TRPML3-YFP, Fluo-8 calcium fluorescence, 3 µM | actives 0.29% (n = 220,000) | activation, % at 3 µM | 100% = the carbachol control signal;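 active = activation above its plate's cutoff, the mean activation of the plate's test wells plus 3 SD, cut at about 12% in these data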;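 also: 0% = DMSO only wells and 100% = carbachol wells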
#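 system = HEK293 cells stably carrying human TRPML3-YFP | doses = one concentration, 3 µM nominal, 0.3% DMSO | timing = dye loading 1 h 37 °C then 30 min ambient, 125 s read | detection = Fluo-8 calcium dye fluorescence, ex 470-495, em 515-575 nm | benchmarks = high control carbachol 87 µM, low control DMSO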
# EP2 modulator: EP2 receptor modulators, cAMP readout, primary screen, cell-based, HTRF cAMP, PGE2 stimulation | induction, % at 25 µM | Prostaglandin E2 receptor EP2 subtype (Homo sapiens), P43116 | actives 0.83% (n = 260,000) | EP2-expressing cells, cAMP HTRF FRET, PGE2 co-stimulation;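 active = compounds whose cAMP rise, as percent of the full-agonist control response, exceeds 60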;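 also: rat C6 glioma line stably carrying human EP2 under a CMV promoter; the protocol text gives 20 µM as final concentration; 100% = response of wells given 1 µM PGE2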
# NPY Y1 blocker: NPY-Y1 receptor antagonists, primary screen, cell-based. Neuropeptide Y receptor type 1 (Homo sapiens), P25929. HEK293-CNG Y1 cells, membrane potential fluorescence; NPY at EC95, then isoproterenol. inhibition, % at 3.6 µM. actives 1% (n = 200,000);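 active = inhibition above the campaign mean inhibition of all tested compounds plus 3 SD, cut at about 20% in these data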;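 also: 0% = DMSO wells given NPY plus isoproterenol and 100% = isoproterenol alone without NPY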
#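 System: HEK293 cells with Y1 receptor plus CNG channel / Probe or stimulus: NPY 25 nM then isoproterenol 1 µM plus Ro 20-1724 25 µM / Compound: one concentration, 3.6 µM, in 0.4% DMSO / Schedule: compound incubation 1 h at room temperature, readout 45 min post-stimulation / Measured by: membrane potential fluorescence / Read-out: % inhibition of NPY effect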
# 14-3-3 Bad inh: inhibitors of 14-3-3 zeta/Bad binding, primary screen, biochemical, TR-FRET, bovine 14-3-3 zeta. TR-FRET 14-3-3zeta/Dy647-pBad peptide displacement, 1 h. AID 781, 2007. actives 0.71% (n = 220,000). inhibition, % at 21.7 µM;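 active = inhibition above about 70%, limit read from the data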;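 also: 0% = full 14-3-3 plus peptide FRET controls and 100% = background without 14-3-3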
# Target sequence (P63103 whole entry, looked up): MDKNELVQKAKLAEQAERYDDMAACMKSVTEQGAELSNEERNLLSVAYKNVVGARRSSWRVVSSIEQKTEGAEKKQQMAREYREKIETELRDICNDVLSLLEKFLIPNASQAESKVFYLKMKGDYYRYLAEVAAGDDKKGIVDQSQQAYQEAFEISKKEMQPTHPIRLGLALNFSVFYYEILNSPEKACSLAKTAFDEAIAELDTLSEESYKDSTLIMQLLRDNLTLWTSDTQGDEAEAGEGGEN
# PPC-1+TRAIL kill: compounds killing PPC-1 cancer cells with TRAIL present, primary screen, TRAIL potentiator project, ATPLite luminescence, uHTS; PPC-1 cells + TRAIL, ATPLite viability luminescence; cell killing (% activity), % at 4 µM; actives 0.41% (n = 220,000); AID 1443, 2008;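 active = cell killing above 50% in the first pass at 4 µM, then a duplicate retest at 5 µM averaging 50% or more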;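 also: plate controls were cells with TRAIL plus DMSO for no effect and medium-only wells lacking cells for full effect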
# zfTRPN1 agonist: zebrafish TRPN1 channel agonists, primary screen, cell-based, HEK293, calcium fluorescence | actives 0.18% (n = 220,000) | transient receptor potential cation channel N1 (TRPN1/NompC), Danio rerio | activation, % at 3 µM | HEK293 zebrafish TRPN1-YFP, Fluo-8 calcium fluorescence; 100% = response to 87 µM carbachol;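 active = activation above its plate's cutoff, the mean activation of test wells on that plate plus 3 SD, cut at about 19% in these data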;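 also: 0% = DMSO alone and 100% = 87 µM carbachol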
#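 Assay system: Zebrafish TRPN1-YFP in HEK293 cells | Incubation: Dye loading 1 h at 37 °C, then 30 min room temperature | Measured by: Kinetic Fluo-8 fluorescence, ex 470-495, em 515-575 nm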
# Active calls of the source: *; . = not tested or not shown; & = joins results of further samples; [ ] = remark or other dose. The list is partial; the hit share may differ from the screen's.
SMILES,PGE2 EP2 inh,CHOP inh,NPY1 pot ag,TRPML3 agonist,EP2 modulator,NPY Y1 blocker,14-3-3 Bad inh,PPC-1+TRAIL kill,zfTRPN1 agonist
COc1cc2c(cc1OC)C1(NCC2)C(=O)Nc2ccccc21 (configuration not stated),7,9,-23,0.6,21,2,3[fluorescence artefact?],-6,0.7
Nn1c(SCC(=O)Nc2ccc(F)c(F)c2)nnc1C1CCCCC1,4,22,7,-1.5,21,1,-3,7,-1.7
O=[N+]([O-])c1ccc(C[n+]2cc(-c3ccc(Cl)c(Cl)c3)n3c2CCCCC3)cc1,6,1,-3,-0.2,0,.,0,14,-1.5
CCOC(=O)/C(C#N)=C\c1ccc2c(c1)OCO2,3,.,-4,0.3,.,-1,.,.,1.0
COCCOC(=O)C1=C(C)NC2=C(C(=O)CC(C)(C)C2)C1c1cc2c(cc1Br)OCO2 (configuration not stated),12,.,-17,0.8,.,-3,.,18,1.1
Cc1ccc(S(=O)(=O)NCc2nc3ccccc3[nH]2)cc1,9,10,-3,0.2,0,0,3,6,1.0
COc1cc(OC)c(NC(=O)Cn2cccc2)cc1Cl,6,25,10,0.3,10,1,-1,-1,-0.3
CCc1cc2c(=O)[nH]c(-c3ccncc3)nc2s1,5,28,3,0.1,32,-3,3,28,0.3
CCN1CCN(c2nc(Nc3ccc(C)c(C)c3)nc(N)c2[N+](=O)[O-])CC1,10,-5,3,0.4,-6,0,7,20,0.1
O=C(Nc1cccc(C(F)(F)F)c1)C1(c2ccccc2)CC1,8,19,-13,0.6,-14,12,-1,-8,-0.5
CC1(C)N([O-])C(c2ccccc2)=C[N+](=O)C1(C)C,8,-20,-6,0.2,9,-3,1,21,0.1
O=C(CCc1nc2ccccc2c(=O)[nH]1)OCc1nnc(-c2ccccc2)o1,10,-9,2,1.3,-9,1,-2,17,1.4
CSCc1ccc(C(=O)NCc2ccc(C)cc2)cc1,7,-43,-5,0.5,-22,-6,-4,16,-0.8
N/C(=N\NS(=O)(=O)c1ccccc1C(F)(F)F)c1ccccn1,15,10,-8,1.3,16,.,-18,3,3.4
CCc1nnc(NC(=O)c2ccc(-c3cccc(C(F)(F)F)c3)o2)s1,5,19,-3,0.1,-1,6,-7,22,1.5
Cn1cnnc1SCC(=O)Nc1ccc(Br)cc1F,6,3,18,0.4,-3,4,-16[fluorescence artefact?],16,-0.2
CCN1C(=O)C(C)S/C1=N\S(=O)(=O)c1ccc(F)cc1 (configuration not stated),6,17,-5,-1.0,10,2,0[fluorescence artefact?],18,-0.7
O=c1[nH]c2ccccc2cc1-c1noc(-c2cccnc2)n1,9,9,-2,-0.4,29,-2,-8,14,1.5
O=C(Cc1ccccc1)Nc1nnc(-c2ccco2)o1,4,-3,8,0.3,19,4,-16,-2,0.5
COc1ccccc1NC(=O)Nc1ccc(C(N)=O)cc1,8,-7,4,1.3,-62,-1,-2,18,-1.0

# Whole records, looked up by structure. Order of screens: PGE2 EP2 inh	CHOP inh	NPY1 pot ag	TRPML3 agonist	EP2 modulator	NPY Y1 blocker	14-3-3 Bad inh	PPC-1+TRAIL kill	zfTRPN1 agonist
# CSCc1ccc(C(=O)NCc2ccc(C)cc2)cc1 as listed: 7	-43	-5	0.5	-22	-6	-4	16	-0.8
# O=C(Nc1cccc(C(F)(F)F)c1)C1(c2ccccc2)CC1 as listed: 8	19	-13	0.6	-14	12	-1	-8	-0.5

# Molecules listed so far that have an aryl thioether with sulfur outside any ring (two):
SMILES,PGE2 EP2 inh,CHOP inh,NPY1 pot ag,TRPML3 agonist,EP2 modulator,NPY Y1 blocker,14-3-3 Bad inh,PPC-1+TRAIL kill,zfTRPN1 agonist
Nn1c(SCC(=O)Nc2ccc(F)c(F)c2)nnc1C1CCCCC1,4,22,7,-1.5,21,1,-3,7,-1.7
Cn1cnnc1SCC(=O)Nc1ccc(Br)cc1F,6,3,18,0.4,-3,4,-16[fluorescence artefact?],16,-0.2

# (listing goes on)
SMILES,PGE2 EP2 inh,CHOP inh,NPY1 pot ag,TRPML3 agonist,EP2 modulator,NPY Y1 blocker,14-3-3 Bad inh,PPC-1+TRAIL kill,zfTRPN1 agonist
O=C1CC(C(F)(F)C(F)(F)C(F)(F)F)=Nc2ccccc2N1,14,10,10,0.1,-14,1,-7,18,-1.0
Cc1csc(NC(=O)CSc2nnc(CCNC(=O)c3ccc(Cl)c(Cl)c3)n2C)n1,1,-10,8,0.4,-15,-2,1,-4,0.2
Cc1ccc(-n2nc(C)c3c(C)c(CCC(=O)NCc4ccco4)c(C)nc32)cc1,.,70*,.,.,7,.,4[fluorescence artefact?],17,.
O=C(Oc1ccc(C(=S)N2CCOCC2)cc1)c1ccccc1,10,30,-2,0.5,-44,-4,-15,7,1.7
O=C(O)C1CCCCC1C(=O)Nc1cccc(Cl)c1Cl (configuration not stated),3,48,-6,0.3,9,3,0[fluorescence artefact?],20,1.4
COc1ccc(N(C(=O)CCl)C(C(=O)NCCc2ccccc2)c2cccs2)cc1Cl (configuration not stated),1,110*,34,-1.1,10,-1,-9,89*,0.0
COc1ccc(CNC(=O)CCNS(=O)(=O)c2cccc3nsnc23)cc1,2,-1,5,0.1,15,-2,-7,4,-0.9
Clc1ccc(-c2ccc(SCc3ccccn3)nn2)cc1,6,-39,20,0.4,5,-3,0,1,1.0
Cc1cc(C)nc(/N=C(\N)N(Cc2ccccc2)Cc2ccccc2)n1,3,11,-6,0.9,-15,11,1,-4,1.4
CCC(=O)NCCCc1nc2ccccc2n1Cc1ccccc1F,9,-14,3,-0.1,-5,3,-9,11,-0.1
CCN1CCN(S(=O)(=O)c2ccc3ccccc3c2)CC1,5,20,-25,0.4,1,2,-7,-1,-0.6
COc1cccc(CCNC(=O)CC2C(=O)NCCN2CC(C)(C)C)c1 (configuration not stated),4,4,-17,0.8,-21,-1,-3,-2,1.5
CCN(CC)C(=O)C(=O)Nc1cccc(Br)c1,5,-15,-9,0.0,3,-4,-6,14,-0.1
Cc1sc2ncnc(NCCCO)c2c1C,9,32,-5,0.2,2,5,13,6,0.6
Cc1ccc(N(C(=O)c2ccc(S(=O)(=O)N(C)C)cc2)C2C=CS(=O)(=O)C2)cc1 (configuration not stated),-1,6,0,0.1,-27,3,-6,-20,0.1
CCOc1ccc(C(=S)N2CCOCC2)cc1OC,14,-6,12,-0.2,30,4,-6,15,-0.7
CCOc1ccc(NC(=O)CN2CCN(S(=O)(=O)c3ccc(Cl)cc3)CC2)cc1,8,19,-6,0.3,-28,-2,-10,15,-0.2
O=C1c2cccc3cccc(c23)C(=O)N1CCN1CCN(CC(O)COc2ccccc2)CC1 (configuration not stated),10,14,14,-0.2,0,6,-3[fluorescence artefact?],21,-2.7
O=C1N/C(=N/NC(=O)c2cccc3ccccc23)S/C1=C\c1ccccc1OCc1ccccc1,9,26,-7,0.3,-43,2,-8,1,-0.5
CC1CN(S(=O)(=O)c2cccc(C(=O)OCc3cc(=O)oc4cc(O)ccc34)c2)CC(C)O1 (configuration not stated),14,.,-13,0.3,.,1,.,5,1.3

# The closing three records of the part above lead into the next:
SMILES,PGE2 EP2 inh,CHOP inh,NPY1 pot ag,TRPML3 agonist,EP2 modulator,NPY Y1 blocker,14-3-3 Bad inh,PPC-1+TRAIL kill,zfTRPN1 agonist
O=C1c2cccc3cccc(c23)C(=O)N1CCN1CCN(CC(O)COc2ccccc2)CC1 (configuration not stated),10,14,14,-0.2,0,6,-3[fluorescence artefact?],21,-2.7
O=C1N/C(=N/NC(=O)c2cccc3ccccc23)S/C1=C\c1ccccc1OCc1ccccc1,9,26,-7,0.3,-43,2,-8,1,-0.5
CC1CN(S(=O)(=O)c2cccc(C(=O)OCc3cc(=O)oc4cc(O)ccc34)c2)CC(C)O1 (configuration not stated),14,.,-13,0.3,.,1,.,5,1.3
CCOC(=O)c1[nH]cnc1C(=O)O,13,22,12,0.3,31,3,3,2,0.2
Cc1cc(C(C)(C)C)cc(C)c1CC1=NCCN1,15&11&10,1&-10,-15,-0.1,-2&17&8,5,1,19,0.4
COCCNC(=O)c1cn(C)c(=O)c2cc(OC)c(OC)cc12,9,38,8,1.0,5,12,5,-8,0.4
CC(C)n1c2ccccc2c2nc3ccccc3nc21,15,72*,-34,-0.8,58,-1,5,38,-0.3
Cn1c(C(=O)N2CCN(c3nc4ccccc4s3)CC2)cc2sccc21,16&18,60,-22,1.4,-6&-77,-3,4,19,1.9
CCOc1cc(CN2CCC(CO)(Cc3cccc(C(F)(F)F)c3)CC2)ccc1OC,3,18,-5,2.5,-7,10,-4,-16,2.4
CCN1C(=O)C(NC(C)=O)c2cc(OC)ccc21 (configuration not stated),6,17,-7,0.9,8,-2,4[fluorescence artefact?],-1,0.6
COCC(=O)N1CCCc2ccccc21,7,12,-19,0.7,-11,1,2,18,0.7
COC(=O)C1=C(C)N(CCc2c[nH]c3ccccc23)C(=O)C1,8,7,-12,0.5,-9,7,-29,3,1.4
Cc1[nH]n(-c2ncc(-c3ccc(Cl)cc3)s2)c(=O)c1C(c1ccc(Cl)cc1)C(C#N)C#N (configuration not stated),20,-3,-9,1.2,-73,-1,-23,3,1.6
CCCC(=O)Nc1ccc(NC(=O)c2ccco2)cn1,32,42,21,0.9,20,2,-1,2,1.3
O=C1CSC(c2cn(-c3ccccc3)nc2-c2cc3ccccc3o2)N1Cc1ccccc1 (configuration not stated),.,-7,41,0.4,59,2,-6,-22,0.4
CCOc1ccc(C2CC(c3ccc(OC)cc3)n3ncnc3N2)cc1 (configuration not stated),9,8,10,1.5,12,1,3,9,3.3
